BoNT-F LC inh = blocks Botulinum neurotoxin F light chain protease; Multiplex microsphere protease cleavage assay, flow cytometry; inhibition, % at 10 µM; actives 0.22% (n = 360,000); AID 588497; in the data active = inhibition above about 35%, passing the limit was not always enough; inconclusive = no clear call, values can overlap the other calls; note: plate controls were buffer without enzyme for full effect and enzyme alone for no effect
Mtb FBA inh = inhibitors of M. tuberculosis fructose-bisphosphate aldolase; P9WQA3; purified M. tuberculosis FBA, fluorescence read-out; inhibition, % at 1 µM; actives 2.3% (n = 360,000); AID 588726; in the data active = inhibition above about 27%;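 note: 0% = vehicle and 100% = reference inhibitor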
Target sequence (P9WQA3 whole entry, looked up): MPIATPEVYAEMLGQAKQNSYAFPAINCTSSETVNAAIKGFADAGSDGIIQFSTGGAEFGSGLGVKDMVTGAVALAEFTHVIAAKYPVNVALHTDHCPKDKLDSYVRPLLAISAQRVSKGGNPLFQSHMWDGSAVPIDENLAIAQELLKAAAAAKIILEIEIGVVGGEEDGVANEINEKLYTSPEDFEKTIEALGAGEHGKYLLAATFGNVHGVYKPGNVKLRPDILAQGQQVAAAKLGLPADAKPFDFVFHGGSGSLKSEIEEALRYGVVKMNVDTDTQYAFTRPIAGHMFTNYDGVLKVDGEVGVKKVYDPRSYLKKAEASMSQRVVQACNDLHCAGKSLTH
GDH-TPI inh = inhibits GDH-TPI coupling enzymes, artifact for Mtb FBA screen; actives 1.2% (n = 360,000); inhibition, % at 4.8 µM; GDH-TPI coupled enzyme counterscreen, NADH absorbance; AID 588335; in the data active = inhibition above about 30%;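 note: 0% = DMSO wells and 100% = wells lacking the enzyme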
UGM FP inh = blocks M. tuberculosis UGM enzyme; purified UGM, fluorescence polarization probe displacement; inhibition, % at 10 µM; actives 0.06% (n = 320,000); AID 504406; in the data active = inhibition above about 10%, passing the limit was not always enough; inconclusive = no clear call, values can overlap the other calls
PfHsp40 rescue = restores yeast growth despite PfHsp40 toxicity. actives 0.68% (n = 340,000). S. cerevisiae expressing PfHsp40, growth rescue, ATP luminescence. growth rescue, % at 12.5 µM; in the data active = growth rescue above about 28%, passing the limit was not always enough; inconclusive = no clear call, values can overlap the other calls;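 note: yeast W303a lacking pdr1 and pdr3 grown in galactose medium; growth measured after three days at 30 °C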
Anthrax LF inh2 = anthrax lethal factor protease inhibition | multiplex microsphere protease cleavage assay, LF | inhibition, % at 10 µM | P15917 | actives 0.12% (n = 360,000); note: plate controls were buffer without enzyme for full effect and enzyme alone for no effect
Target sequence (P15917 whole entry, looked up): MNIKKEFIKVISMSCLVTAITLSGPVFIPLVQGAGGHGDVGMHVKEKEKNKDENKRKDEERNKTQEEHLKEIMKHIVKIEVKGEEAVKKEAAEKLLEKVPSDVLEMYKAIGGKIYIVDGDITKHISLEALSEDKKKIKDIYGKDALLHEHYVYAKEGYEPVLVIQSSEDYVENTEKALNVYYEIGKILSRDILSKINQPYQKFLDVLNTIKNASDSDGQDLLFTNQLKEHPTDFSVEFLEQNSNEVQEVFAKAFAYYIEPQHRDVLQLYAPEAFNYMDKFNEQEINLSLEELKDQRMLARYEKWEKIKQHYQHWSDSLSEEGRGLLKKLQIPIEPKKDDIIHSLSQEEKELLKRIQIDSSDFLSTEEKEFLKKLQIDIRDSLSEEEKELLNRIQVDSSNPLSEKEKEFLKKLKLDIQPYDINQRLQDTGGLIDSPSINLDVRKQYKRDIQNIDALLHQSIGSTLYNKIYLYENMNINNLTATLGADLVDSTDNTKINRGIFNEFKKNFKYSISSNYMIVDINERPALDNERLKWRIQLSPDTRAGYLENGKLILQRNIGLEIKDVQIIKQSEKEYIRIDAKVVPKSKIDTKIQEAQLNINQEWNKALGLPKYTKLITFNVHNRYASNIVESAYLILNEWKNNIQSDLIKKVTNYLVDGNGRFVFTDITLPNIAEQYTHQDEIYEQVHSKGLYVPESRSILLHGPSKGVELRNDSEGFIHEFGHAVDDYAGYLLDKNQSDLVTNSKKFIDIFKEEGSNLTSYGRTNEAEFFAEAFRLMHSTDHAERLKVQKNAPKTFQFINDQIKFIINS
FadD28 binding = M. tuberculosis FadD28 bisubstrate binding inhibition; actives 0.22% (n = 360,000); AID 588549; inhibition, % at 12.5 µM; FadD28 bisubstrate probe binding, fluorescence polarization; in the data active = inhibition above about 8.5%, passing the limit was not always enough; inconclusive = no clear call, values can overlap the other calls
BoNT A protease = inhibitors of Botulinum neurotoxin A light chain protease | inhibition, % at 10 µM | multiplex microsphere protease substrate cleavage, flow cytometry | actives 0.17% (n = 360,000); note: plate controls were buffer without enzyme for full effect and enzyme alone for no effect
BioA inh = BioA (M. tuberculosis) enzyme inhibition. actives 0.096% (n = 360,000). purified M. tuberculosis BioA enzyme, plate reader. inhibition, % at 9.99 µM. AID 602481; in the data active = inhibition above about 40%; inconclusive = no clear call, values can overlap the other calls
* marks the source's active call; other numbers are inactive results; ? = inconclusive; · = no result given. Cut-off read from the data, not from the text of the source, unless noted: active = inhibition above about 30%; inconclusive = no clear call, values can overlap the other calls; inactive = below that.

Values in the order: BoNT-F LC inh | Mtb FBA inh | GDH-TPI inh | UGM FP inh | PfHsp40 rescue | Anthrax LF inh2 | FadD28 binding | BoNT A protease | BioA inh
[1] COCCCNc1nc2c(c(=O)n(Cc3ccc(Cl)cc3)c(=O)n2C)n1C
 : 8.0 | -0.4 | -1.4 | -1.2 | -1.1 | 11.8 | 1.1 | -2.8 | 6.6
[2] CCCn1c(SCC(=O)NCc2ccccc2Cl)n[nH]c1=O
 : -2.5 | -0.4 | -0.3 | -2.3 | 0.2 | -0.5 | -0.1 | -0.9 | ·
[3] Cc1nc2ccccc2c(=O)n1-n1cnnc1
 : -4.0 | -1.7 | -4.1 | -0.4 | -0.2 | 0.2 | -3.9 | 1.1 | 1.4
[4] CCN(CC)CCN=Cc1c(O)n(Cc2ccco2)c(=O)[nH]c1=O
 : · | -1.3 | 5.4 | 0.9 | 0.4 | · | -2.4 | · | 0.4
[5] O=C(COc1ccccc1F)NC1CC1
 : -11.2 | 3.4 | 17.5 | 1.9 | 0.7 | -2.8 | -1.2 | ? | 6.1
[6] CCS(=O)(=O)N1CCC(C(=O)Oc2ccccc2Br)CC1
 : ? | 0.8 | -2.2 | -1.3 | -0.9 | 4.2 | -2.0 | -1.0 | 0.4
[7] O=C(NNS(=O)(=O)c1ccccc1)c1cnn(-c2ccc(Cl)cc2)c1C(F)(F)F
 : -2.6 | -3.1 | -5.6 | -1.5 | 1.2 | -9.2 | -4.2 | 0.1 | ·
[8] Oc1[nH]c2ccccc2c1N=Nc1ccc(C(F)(F)F)cn1
 : 22.3 | -2.1 | 10.0 | -0.9 | 2.7 | -6.8 | -1.1 | 0.3 | -1.6
[9] CCc1nnc(NC(=O)c2oc3ccc(Br)cc3c2C)s1
 : -6.8 | 4.4 | 12.4 | 1.0 | -0.2 | -1.9 | -1.5 | -0.1 | ·
[10] CC1CCC(NC(=O)C2CCC(CNS(=O)(=O)c3ccccc3)CC2)CC1 (stereo unspecified)
 : 1.0 | -3.2 | -8.1 | 3.5 | 1.1 | -6.2 | -2.7 | -1.6 | ·
[11] CC1CCN(S(=O)(=O)c2ccc(Cl)cc2Br)CC1
 : -21.6 | -0.7 | 11.9 | -1.5 | 0.8 | -6.5 | -4.5 | -1.6 | ·
[12] CC1=C(C(=O)OC(C)C)[C@@H](c2ccc(C)o2)NC(=O)N1
 : -0.2 | -1.4 | -3.2 | 0.9 | -1.1 | 0.8 | -6.2 | 0.5 | ·
[13] Cc1cccc(N2CCN(Cc3nc(-c4ccccc4Cl)oc3C)CC2)n1
 : -1.3 | 6.0 | -4.6 | -2.6 | 2.3 | -1.9 | -4.1 | -0.5 | 14.8
[14] Fc1ccccc1-c1ccc(/C=N/Nc2nc3ccccc3[nH]2)o1
 : -15.2 | 3.6 | 15.6 | 1.9 | -0.8 | -3.2 | 1.4 | 0.2 | ·
[15] CCN(CC)S(=O)(=O)c1ccc(NC(=O)COC(=O)c2ccc(Br)o2)cc1
 : -34.5 | 1.4 | 9.7 | -2.8 | 1.6 | -3.7 | ? | -0.8 | -2.6
[16] O=C1SCCC1NC(=O)C(c1ccccc1)c1ccccc1 (stereo unspecified)
 : -2.7 | -0.6 | 0.7 | -1.4 | 0.5 | -0.6 | -2.4 | 0.2 | 0.1
[17] CCn1c(C)nc2cc(C(=O)NNC(=S)Nc3ccccc3)ccc21
 : -1.1 | 1.4 | 7.3 | -0.1 | 0.3 | -8.9 | -1.9 | -1.1 | ·
[18] COc1ccc(S(=O)(=O)n2nc(OC(=O)c3cccs3)cc2N)cc1
 : 6.6 | 0.9 | -2.3 | -0.3 | -1.6 | -3.3 | -0.4 | -1.4 | -3.6
[19] COCCCNC(=O)/C(C#N)=C/c1c(N2CCN(c3ccccc3)CC2)nc2c(C)cccn2c1=O
 : 1.4 | 10.5 | 9.0 | 2.6 | 0.3 | -11.4 | -1.9 | 0.1 | -1.8
[20] Cn1c(=O)c2c(nc3n2CCCN3CCc2ccccc2)n(C)c1=O
 : 8.3 | 2.1 | 2.6 | -1.0 | 0.1 | -0.3 | -0.3 | 1.0 | -3.7

Record cards, from the list above. Order of screens: BoNT-F LC inh, Mtb FBA inh, GDH-TPI inh, UGM FP inh, PfHsp40 rescue, Anthrax LF inh2, FadD28 binding, BoNT A protease, BioA inh
Fc1ccccc1-c1ccc(/C=N/Nc2nc3ccccc3[nH]2)o1 across the screens: -15.2, 3.6, 15.6, 1.9, -0.8, -3.2, 1.4, 0.2, ·
Cn1c(=O)c2c(nc3n2CCCN3CCc2ccccc2)n(C)c1=O across the screens: 8.3, 2.1, 2.6, -1.0, 0.1, -0.3, -0.3, 1.0, -3.7
CCN(CC)S(=O)(=O)c1ccc(NC(=O)COC(=O)c2ccc(Br)o2)cc1 across the screens: -34.5, 1.4, 9.7, -2.8, 1.6, -3.7, ?, -0.8, -2.6

More records:
Values in the order: BoNT-F LC inh | Mtb FBA inh | GDH-TPI inh | UGM FP inh | PfHsp40 rescue | Anthrax LF inh2 | FadD28 binding | BoNT A protease | BioA inh
[21] COc1ccc(CN2CCC(C(=O)N(C)CCc3ccc(OC)c(OC)c3)CC2)c(OC)c1
 : -5.7 | 6.7 | 2.8 | -0.3 | 0.1 | 1.3 | -1.0 | -0.6 | -2.3
[22] COc1ccc(C)cc1NC(=S)N1CC(C)OC(C)C1 (stereo unspecified)
 : -0.8 | 5.5 | -1.3 | -0.7 | -0.4 | 3.2 | -1.0 | 2.4 | -3.4
[23] C#CCNC(=O)C1=C[C@H](C2CC2)C[C@H](OCCCCO)O1
 : -2.9 | 0.6 | -3.1 | -1.7 | -0.5 | -1.3 | -3.6 | 0.0 | -0.1
[24] CCCNC(=O)C1(C)CCN(C(=O)c2oc3ccccc3c2C)C1 (stereo unspecified)
 : 2.9 | 2.9 | 14.3 | · | · | -2.5 | -0.3 | -0.1 | 2.1
[25] O=C1c2[nH]nc(-c3ccccc3O)c2C(c2cccc(O)c2)N1Cc1ccco1 (stereo unspecified)
 : 10.2 | -3.6 | 0.6 | 7.9 | 1.5 | -6.8 | -6.2 | 0.0 | 15.3
[26] CC(=O)OCC(=O)C1=CCC2C3CCC4=CC(=O)C=CC4(C)C3(F)C(OC(C)=O)CC12C (stereo unspecified)
 : -3.3 | -2.6 | 2.5 | 0.9 | 0.4 | -0.1 | 0.3 | 0.7 | -0.8
[27] CCO/N=C(\C)c1c(O)cc(C(C)C)n(-c2ccccc2)c1=O
 : 0.2 | 1.6 | 9.8 | 3.4 | -1.2 | -2.2 | -0.7 | 0.8 | ·
[28] O=C(NC1CCN(Cc2ccccc2)CC1)C1CCCN(c2nnc(-n3cccc3)s2)C1 (stereo unspecified)
 : -25.7 | 4.7 | 8.7 | -0.3 | 2.6 | -0.9 | 0.7 | -0.9 | -4.5
[29] Cc1ccc(-n2c(C)c3c(C)nnc(C)c3c2C)cc1C
 : -50.8 | 4.9 | 16.1 | 0.9 | -2.0 | -6.8 | -4.8 | 3.4 | -0.1
[30] CC12CCC3c4ccc(OCC(=O)O)cc4CCC3C1CCC2=O (stereo unspecified)
 : -4.4 | -1.1 | -4.3 | · | 2.7 | -5.6 | -3.8 | 0.0 | -1.1
[31] CCOc1ccc(C(=O)C[n+]2ccc(C(=O)NCc3ccccc3)cc2)cc1
 : -3.8 | -0.2 | 2.7 | 1.6 | 0.6 | -1.2 | -1.3 | -0.8 | ·
[32] Cn1/c(=N\NC(=O)c2ccccc2Cl)sc2ccccc21
 : 0.5 | -0.2 | -3.1 | 1.2 | -1.1 | -7.8 | -0.2 | -0.8 | 1.2
[33] CCOC(=O)c1c(S(=O)(=O)Nc2ccc(F)cc2Cl)c(C)n(C)c1C
 : -0.7 | -2.0 | 0.0 | -1.9 | 0.6 | -3.1 | -3.1 | -1.9 | -0.7
[34] Cc1cc2ncn(S(=O)(=O)c3ccc(S(=O)(=O)N4CCOCC4)cc3)c2cc1C
 : ? | 0.7 | 14.4 | 0.2 | -0.4 | ? | -2.2 | ? | ·
[35] Cc1cccc2cc(C(c3nnnn3C(C)(C)C)N3CCN(C(=O)c4ccco4)CC3)c(=O)[nH]c12 (stereo unspecified)
 : -1.8 | 7.3 | 4.9 | -1.8 | -1.4 | -2.7 | 0.8 | 1.7 | -1.1
[36] O=C(NCCCCNC(=O)c1cccs1)c1cccs1
 : -3.6 | 0.9 | -1.5 | 0.5 | -0.1 | -1.4 | -1.2 | 0.0 | ·
[37] CN(CC(=O)Nc1ccc(F)cc1)C(=O)C1Cc2ccccc2CN1S(C)(=O)=O (stereo unspecified)
 : 11.9 | -0.2 | 2.1 | · | 0.8 | 3.0 | 0.0 | 3.7 | 0.1
[38] COCC(=O)N(C)C1(c2nnnn2CCOC(=O)Nc2ccc(Cl)cc2)CCCCC1
 : 0.8 | 0.9 | 5.8 | -0.5 | -0.5 | -0.7 | -1.1 | 0.7 | ·
[39] COc1ccc(C2=NOC(c3nnc(-c4ccccc4)o3)C2)cc1 (stereo unspecified)
 : 4.6 | 5.2 | 7.8 | -1.7 | 0.1 | -3.0 | -0.9 | 0.5 | -0.6
[40] NC(=O)c1nsc(C(=O)N(Cc2cccnc2)C(C(=O)NC2CCCCC2)c2ccc(F)cc2)c1N (stereo unspecified)
 : 20.5 | -2.3 | 2.5 | 1.2 | -0.2 | -3.1 | -2.3 | -1.2 | -1.5
[41] Cc1cccc(C)c1NC(=S)NC(C)CCc1ccccc1 (stereo unspecified)
 : -13.6 | 5.7 | 4.7 | -0.1 | 6.8 | -2.5 | -2.5 | 0.0 | 1.6
[42] CC1(C(=O)NS(=O)(=O)c2ccc(Cl)cc2)CCN1C(=O)Cc1cc(F)ccc1F (stereo unspecified)
 : 0.1 | 1.2 | -0.9 | · | · | -3.7 | -2.0 | -0.5 | 0.4
[43] COc1ccc2[nH]c(C(=O)NCCCn3ccnc3)cc2c1
 : 14.3 | 86.0* | 0.3 | 2.7 | -0.3 | 1.9 | 0.6 | 14.4 | -3.2
[44] COc1ccc(NCc2ccc([N+](=O)[O-])s2)c(OC)c1
 : -15.1 | -1.3 | 7.9 | 0.3 | 0.2 | -2.5 | 0.2 | 0.4 | ·
[45] CCN(CC)S(=O)(=O)c1ccc(N2CCCC2)c(C(=O)OCC(=O)N2CCCC2)c1
 : 1.3 | 2.4 | 3.1 | -1.9 | 0.3 | 0.3 | 1.2 | -0.9 | -1.2
[46] CCOC(=O)c1sc(-c2ccc(C(F)(F)F)cc2)nc1O
 : -3.5 | -0.2 | 14.6 | -1.1 | 132.4* | 3.9 | -4.7 | 0.5 | ·
[47] CCOC(=O)c1cn(-c2c(Cl)cccc2Cl)c2cc(Cl)c([N+](=O)[O-])cc2c1=O
 : -3.3 | 3.8 | 14.9 | -0.3 | 1.6 | 2.0 | -2.2 | 1.4 | ·
[48] Cc1ccc(NS(=O)(=O)c2cc(C(=O)N(C)C3CCN(C)CC3)ccc2Cl)cc1Cl
 : · | -1.8 | -1.3 | 1.1 | 2.3 | · | -2.5 | · | 1.2
[49] CCOC(=O)c1[nH]c2ccccc2c1NC(=O)NC(C)C
 : · | 4.0 | 15.9 | 1.6 | -0.7 | · | -3.4 | · | -0.9
[50] COc1cccc(C2CC(c3cccs3)=NN2C(=O)CSc2nc3ccccc3o2)c1OC (stereo unspecified)
 : -3.7 | 1.1 | 2.9 | -0.4 | 0.8 | -0.2 | 0.6 | 0.1 | ·
[51] COc1cc(NS(=O)(=O)c2ccc(NC(=S)NC(=O)CC(C)C)cc2)nc(OC)n1
 : 23.4 | 2.9 | 0.0 | -1.0 | 0.0 | 5.2 | -2.3 | 1.1 | 0.1
[52] Cc1oc(-c2ccc(Cl)cc2)nc1CN1CCC(C(=O)NCCCN2CCOCC2)CC1
 : -1.5 | 0.5 | 12.0 | 3.6 | -1.5 | 14.6 | 0.4 | 0.9 | 2.6
[53] CCCOc1ccc(N2CC(C(=O)Nc3ccccn3)CC2=O)cc1 (stereo unspecified)
 : 3.9 | 2.9 | 0.0 | 2.4 | 2.2 | -0.3 | -2.2 | -1.3 | -1.3
[54] CN(Cc1ccccc1)C(=O)COC(=O)c1cc(S(=O)(=O)N(C)C)ccc1N1CCCC1
 : 5.5 | 9.0 | 7.8 | -2.0 | 1.9 | -4.4 | 2.2 | 0.7 | ·
[55] O=C(COC(=O)C12CC3CC(CC(Br)(C3)C1)C2)NNC(=O)c1ccccc1
 : -1.4 | -2.1 | 6.6 | 2.6 | -1.0 | -5.2 | -1.7 | 0.2 | -1.7

Bioassay records as filed in PubChem.
